Rv3671c protease – inhibitors of M. tuberculosis serine protease Rv3671c | P9WHR9 | inhibition, % at 5.96 µM | 320,000 tested, 0.048% active | AID 2606; in the data active = inhibition above about 38%;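 note: extracellular domain of Rv3671c used as enzyme; 0% = enzyme with DMSO and 100% = no enzyme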
MazEF act – MazEF (E. coli) toxin RNase activation; FAM/BHQ RNA-DNA oligo cleavage fluorescence, 5 h; activation, % at 20 µM; 350,000 tested, 0.32% active; in the data active = activation above about 50%
Target sequence (P0AE70 whole entry, looked up): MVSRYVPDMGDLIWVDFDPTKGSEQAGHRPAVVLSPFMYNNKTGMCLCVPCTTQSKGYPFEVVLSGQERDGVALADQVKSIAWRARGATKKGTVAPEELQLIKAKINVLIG
Mtb UGM inh – Mtb UDP-galactopyranose mutase inhibition; 320,000 tested, 0.06% active; P9WIQ1; purified UGM, fluorescence polarization probe displacement; inhibition, % at 10 µM; in the data active = inhibition above about 10%, passing the limit was not always enough; inconclusive = no clear call, values can overlap the other calls
Target sequence (P9WIQ1 whole entry, looked up): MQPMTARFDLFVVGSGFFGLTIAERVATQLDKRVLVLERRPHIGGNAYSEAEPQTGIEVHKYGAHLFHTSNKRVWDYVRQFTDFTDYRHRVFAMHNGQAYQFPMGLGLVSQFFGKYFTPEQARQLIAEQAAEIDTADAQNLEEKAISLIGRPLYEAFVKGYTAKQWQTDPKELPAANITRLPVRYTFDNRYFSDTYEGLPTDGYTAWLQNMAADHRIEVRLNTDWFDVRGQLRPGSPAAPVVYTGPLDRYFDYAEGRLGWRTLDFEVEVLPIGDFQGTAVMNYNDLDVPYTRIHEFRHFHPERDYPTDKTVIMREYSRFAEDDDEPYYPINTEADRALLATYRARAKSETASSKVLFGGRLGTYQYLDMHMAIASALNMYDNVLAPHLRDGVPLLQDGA
Mtb FBA inh – inhibitors of M. tuberculosis fructose-bisphosphate aldolase. AID 588726. purified M. tuberculosis FBA, fluorescence read-out. inhibition, % at 1 µM. P9WQA3. 360,000 tested, 2.3% active; in the data active = inhibition above about 27%;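 note: 0% = vehicle and 100% = reference inhibitor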
Target sequence (P9WQA3 whole entry, looked up): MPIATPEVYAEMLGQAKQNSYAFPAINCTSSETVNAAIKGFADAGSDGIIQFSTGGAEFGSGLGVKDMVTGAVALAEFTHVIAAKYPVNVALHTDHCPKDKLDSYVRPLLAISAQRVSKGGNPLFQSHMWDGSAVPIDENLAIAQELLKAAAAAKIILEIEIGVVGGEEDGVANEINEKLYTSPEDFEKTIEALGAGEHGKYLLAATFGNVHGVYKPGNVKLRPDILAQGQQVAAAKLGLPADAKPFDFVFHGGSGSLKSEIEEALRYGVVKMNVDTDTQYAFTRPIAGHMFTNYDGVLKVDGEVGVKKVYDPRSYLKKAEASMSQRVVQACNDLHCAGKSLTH
Mtb BioA inh – blocks M. tuberculosis BioA enzyme activity; purified M. tuberculosis BioA enzyme, plate reader; AID 602481; inhibition, % at 9.99 µM; 360,000 tested, 0.096% active; in the data active = inhibition above about 40%; inconclusive = no clear call, values can overlap the other calls
FadD28 FP inh – blocks FadD28 binding to the bisubstrate probe | inhibition, % at 12.5 µM | fluorescence polarization | 360,000 tested, 0.22% active; in the data active = inhibition above about 8.5%, passing the limit was not always enough; inconclusive = no clear call, values can overlap the other calls
BoNT F protease – blocks Botulinum neurotoxin F light chain protease | 360,000 tested, 0.22% active | inhibition, % at 10 µM | Multiplex microsphere protease cleavage assay, flow cytometry | AID 588497; in the data active = inhibition above about 35%, passing the limit was not always enough; inconclusive = no clear call, values can overlap the other calls; note: plate controls were buffer without enzyme for full effect and enzyme alone for no effect
GDH-TPI inh – GDH-TPI coupled enzyme inhibition counter-screen. 360,000 tested, 1.2% active. inhibition, % at 4.8 µM. GDH-TPI coupled enzyme counterscreen, NADH absorbance;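 note: 0% = DMSO wells and 100% = wells lacking the enzyme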
CCHF vOTU inh – CCHFV vOTU protease inhibition | Pep-AMC fluorescence | inhibition, % at 11.5 µM | 370,000 tested, 0.55% active; note: 0% = vehicle wells with enzyme and 100% = no enzyme wells
VHR inh abs – blocks human VHR1 dual specificity phosphatase; inhibition, % at 13.3 µM; P51452; 290,000 tested, 0.52% active; recombinant VHR phosphatase, pNPP absorbance; in the data active = inhibition above about 50%; note: some compounds called inactive have numbers as strong as hits
Target sequence (P51452 whole entry, looked up): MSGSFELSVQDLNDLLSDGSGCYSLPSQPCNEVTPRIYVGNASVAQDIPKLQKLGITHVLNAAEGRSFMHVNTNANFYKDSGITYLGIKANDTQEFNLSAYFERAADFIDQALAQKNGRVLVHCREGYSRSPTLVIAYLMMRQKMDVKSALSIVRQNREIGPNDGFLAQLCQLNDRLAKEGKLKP
Numbers without * were called inactive; u = inconclusive; x = no result given. Cut-off read from the data, not from the text of the source, unless noted: active = inhibition above about 30%; inactive = the rest.

Results follow in this order: CCHF vOTU inh	GDH-TPI inh	BoNT F protease	Mtb UGM inh	Mtb FBA inh	FadD28 FP inh	VHR inh abs	MazEF act	Mtb BioA inh	Rv3671c protease
- COc1ccc(C(=O)COC(=O)c2ccccn2)cc1OC
→ 4	-6	-3	-2.6	2	0.8	x	4	1.2	0
- CC(C)n1cc(/C=N/Nc2ccc(C(=O)O)cc2)c2ccccc21
→ 22	17	-22	-2.4	6	22*	2	6	-0.2	0
- COc1ccc(S(=O)(=O)N2CCCCCC2)cc1NC(=O)CN1C(=O)NC(C)(c2ccccc2)C1=O (stereo not drawn)
→ -1	1	-1	-1.0	1	-4.6	x	-8	-1.6	-10
- COc1ccc(NC(=O)CSc2nc3ccccc3n2-c2ccccc2)c([N+](=O)[O-])c1
→ 18	4	-5	0.4	0	-0.4	5	8	x	-3
- COc1ccc(NC(C)=[N+](C)CCNS(=O)(=O)c2ccc(Cl)cc2)cc1
→ -1	-2	3	0.5	-2	-1.4	5	-2	-1.1	-15
- COc1ccc(S(=O)(=O)N2CCC3(CC2)OCCN3S(=O)(=O)c2cccs2)cc1
→ -4	-3	u	-0.9	-2	-4.2	x	2	-1.5	9
- CCc1c(C)nc(SCC(=O)Nc2c(C)n(C)n(-c3ccccc3)c2=O)[nH]c1=O
→ -7	-1	5	3.3	1	-0.3	-12	-1	0.1	2
- CN(CC(=O)N1CCc2ccccc21)S(=O)(=O)c1cccs1
→ 3	0	-1	0.8	0	-4.3	27	7	-0.4	-6
- O=C(CCC(=O)NC1CCCCC1)Nc1cccnc1
→ 1	-14	-10	2.4	0	-4.0	27	-3	1.4	4
- O=C(NCCCN1CCCC1=O)c1cccc(C(F)(F)F)c1
→ 6	-3	2	1.8	-2	-3.3	-11	8	x	10
- COCC(=O)Nc1c(C(=O)Nc2ccc3c(c2)OCO3)oc2ccccc12
→ 5	8	-6	0.9	4	-2.3	11	-4	-2.9	-11
- CCOC(=O)CN1CC23C=CC(O2)C(C(=O)NCc2ccc(C)cc2)C3C1=O (stereo not drawn)
→ 1	1	-5	-0.2	-2	-1.0	25	-3	-0.9	-8
- CCOc1ccc(OCc2cccc(C(=O)Nc3ccc(CN4CCCCC4)cc3)c2)cc1
→ 17	8	-4	2.4	0	-2.3	8	-11	x	-8
- CCOc1ccc2[nH]c3c(NCCO)ncnc3c2c1
→ -76	1	2	0.7	78*	-2.0	-15	-3	x	x
- CSc1cccc(NC(=S)N2CCCN(Cc3ccc(F)cc3)C2)c1
→ 2	5	x	-1.3	4	-2.9	15	3	x	-19
- CN(C)C=Nc1ncc2c3ccccc3n(Cc3ccccc3)c2c1C#N
→ 4	-6	0	0.2	3	-3.7	8	43	-0.3	-5
- O=C(NNC(=O)c1ccc2ccccc2n1)c1ccc(O)cc1
→ 8	1	-6	x	0	-1.1	x	12	-0.6	19
- COCCCn1c(Cc2csc(Nc3ccccc3)n2)nnc1SCC(N)=O
→ 11	-1	-9	1.2	0	-1.3	33	-1	x	2
- Cc1sc(NC(=O)c2ccccc2F)c(CN2CCCCC2C)c1C (stereo not drawn)
→ 2	3	0	-0.6	4	-1.4	8	2	-4.0	-6
- C=C1CCN([C@@H](CC(C)C)C(=O)NCc2ccc(Cl)cc2)S(=O)(=O)c2ccccc21
→ 12	7	-10	-0.6	1	-1.4	x	-3	-0.7	-3

Compound profiles, from the list above.
CCOc1ccc(OCc2cccc(C(=O)Nc3ccc(CN4CCCCC4)cc3)c2)cc1 reads CCHF vOTU inh: 17; GDH-TPI inh: 8; BoNT F protease: -4; Mtb UGM inh: 2.4; Mtb FBA inh: 0; FadD28 FP inh: -2.3; VHR inh abs: 8; MazEF act: -11; Mtb BioA inh: x; Rv3671c protease: -8
COCC(=O)Nc1c(C(=O)Nc2ccc3c(c2)OCO3)oc2ccccc12 reads CCHF vOTU inh: 5; GDH-TPI inh: 8; BoNT F protease: -6; Mtb UGM inh: 0.9; Mtb FBA inh: 4; FadD28 FP inh: -2.3; VHR inh abs: 11; MazEF act: -4; Mtb BioA inh: -2.9; Rv3671c protease: -11

Next structures follow:
Results follow in this order: CCHF vOTU inh	GDH-TPI inh	BoNT F protease	Mtb UGM inh	Mtb FBA inh	FadD28 FP inh	VHR inh abs	MazEF act	Mtb BioA inh	Rv3671c protease
- O=C(NCCN1CCN(C(=O)c2ccc(Br)cc2)CC1)c1ccc(Br)cc1
→ -2	-3	1	-5.6	0	-4.0	15	8	2.9	-5
- CC(Sc1nc2c(c(=O)n(C)c(=O)n2C)n1Cc1cc2c(cc1Cl)OCO2)C(=O)O (stereo not drawn)
→ 0	-5	14	2.7	0	-1.5	25	-1	x	-7
- O=C(CN1c2ccccc2Sc2ccccc21)N/N=C/c1ccccc1
→ -8	1	4	0.8	-5	-4.0	8	-8	-1.1	12
- COc1cc(OC)c(NS(=O)(=O)c2cc(C(=O)NCCCN3CCOCC3)ccc2C)cc1Cl
→ -5	7	4	x	1	-1.2	x	6	0.7	x
- Cc1cc(C)cc(N(CCC#N)C(=O)CSC2=Nc3ccccc3C3CC=NN23)c1 (stereo not drawn)
→ -3	-7	-2	2.8	2	-1.8	28	-2	x	-12
- COc1c(C)cccc1C(=O)Nc1ccc(N2CCN(S(C)(=O)=O)CC2)cc1
→ -13	8	2	-1.0	2	-1.7	32	1	-2.5	2
- CCOc1ccccc1NC(=O)CSc1nnnn1Cc1ccccc1
→ 7	7	-9	2.4	3	1.2	-13	-1	x	-4
- O=C(COC(=O)c1ccc(Br)o1)Nc1ccc(N2CCOCC2)cc1
→ 12	-5	-12	x	2	-2.4	x	10	-0.8	-11
- COc1cccc(/C=N/NC(=O)c2nc(-c3ccccc3)cc(-c3ccccc3)n2)c1O
→ 3	6	-7	-3.9	0	-2.1	28	4	-0.6	1
- COc1ccc(C(=O)NNC2=NCCCCC2)cc1
→ -4	0	-3	-0.2	-2	-2.2	15	11	x	2
- O=C(CN1C(=O)NC2(CCCCCC2)C1=O)N1CCN(c2ccccc2)CC1
→ 0	5	6	-3.0	3	-2.3	x	4	0.7	-2
- O=[N+]([O-])c1ccc(N2CCN(C(=S)Nc3ccc(F)cc3F)CC2)cc1
→ 2	10	-2	-0.5	-13	-2.6	6	9	1.0	-1
- COc1ccccc1-n1cnnc1SCC(=O)N1CCOCC1
→ 10	-2	-1	-0.7	1	1.0	7	4	-1.2	0
- COc1ccc(OCC(=O)Nc2cc(C)c(Cl)cc2OC)c([N+](=O)[O-])c1
→ -15	-3	-3	-0.7	-4	-2.2	-10	2	-0.4	2
- CCC(=O)Nc1cc(Cl)ccc1C(=O)O
→ -10	-12	2	2.8	1	-3.4	-25	-5	-1.4	2
- CCn1c(SCC(=O)Nc2oc(C)c3c(C)n[nH]c(=O)c23)nc2sc(C)c(C)c2c1=O
→ x	6	4	-0.8	0	-2.9	x	2	3.2	-6
- COc1cccc(-n2cnnn2)c1
→ -1	15	-4	-1.9	4	1.4	-10	15	x	0
- CC(=O)Nc1cc[n+](C(C)C(=O)c2ccc(Cl)cc2)cc1 (stereo not drawn)
→ 0	0	-4	x	4	-0.1	24	3	-0.2	0
- Cc1ccc(C)c(NC(=O)C2CC(=O)N(C(C)C)C2)c1 (stereo not drawn)
→ -1	5	3	-3.1	-12	-6.4	-5	12	-1.7	1
- COCCNC(=O)C1CC(c2ccc(F)cc2)=NO1 (stereo not drawn)
→ -12	3	-9	-2.4	-5	-1.0	40	-3	x	1
- CCCOC(=O)Cc1c(O)c2ccccc2[nH]c1=O
→ 6	6	u	3.5	18	-0.6	24	2	11	-4
- O=C(NCC(=O)N(Cc1ccco1)C(C(=O)NC1CCCC1)c1ccncc1)c1cccs1 (stereo not drawn)
→ 16	4	x	-1.9	2	-3.8	13	1	-0.6	-4
- CCOC(=O)c1c(NC(C)=O)sc2c1CCC(C=O)=C2Sc1ccccc1
→ 14	14	40*	0.6	-3	-5.7	7	4	-1.6	-9
- CC(C)N(Cc1ccccc1)C(=O)C1CCCN(c2ncnc3c2nc2n3CCCCC2)C1 (stereo not drawn)
→ -5	5	-2	-0.6	3	-3.0	-14	-14	5.7	0
- CC(C)Cn1c(/C=C/c2ccccc2)nc2ccccc21
→ -19	39*	-12	1.5	78*	-13	18	2	-0.8	-8
- O=C(Nc1nccs1)c1ccc(-c2cccc([N+](=O)[O-])c2)o1
→ -1	9	-3	-1.5	1	0.9	-24	31	-0.1	-4
- Cc1cc(NC(=O)c2cn(C3CCCCC3)c(=O)c3c2c2ccccc2n3C)no1
→ 10	4	2	2.6	2	-2.0	-12	-8	-0.1	-15
- Cc1nc2c(cnn2CCO)c(=O)[nH]1
→ 0	8	2	x	3	-1.9	x	6	1.1	x
- Cc1cc2ccc3ccccc3c2cc1CN(C)C
→ -5	-6	-9	2.0	-1	-2.3	18	-2	1.8	7
- Cc1ccc(-c2cc(-c3ccc(Cl)cc3)c(C#N)c(N)n2)o1
→ -33	12	4	-0.9	25	-0.7	39	-20	0.5	1
- O=C(Nc1ccc(S(=O)(=O)Nc2nccs2)cc1)c1c(F)c(F)c(F)c(F)c1F
→ 0	10	-1	-0.4	2	-0.7	-4	6	0.6	-5
- COc1ccc(/C=[N+](\[O-])C2N(c3ccccc3)C(=S)SC2(C)C)cc1OC (stereo not drawn)
→ 6	32*	1	0.6	-2	-1.0	-3	4	x	-3
- Cc1ccc(CNC(=O)CSc2nc3[nH]ncc3c(=O)[nH]2)cc1
→ 10	0	2	0.5	4	-0.3	6	5	-2.3	-3
- COc1ccc(N(CC(=O)Nc2ccccc2OC)S(=O)(=O)c2ccccc2)cc1Cl
→ -13	1	3	0.8	-2	-7.6	-12	3	-0.9	-8
- COc1ccccc1CN1CCN(Cc2nc(-c3ccc(C)cc3)oc2C)CC1
→ -4	2	u	3.0	2	1.6	5	-5	0.5	1
- COC(=O)c1ccc(S(=O)(=O)N2CCN(C)CC2)n1C
→ -9	1	x	3.0	3	-0.4	4	8	-0.9	-2
- COc1ccc(N2CCN(c3nccs3)CC2)cc1
→ 0	4	-2	1.9	-1	x	-4	-1	-2.4	-4
- Cc1ccc2c(C)c(C(=O)Nc3c(C)n(C)n(-c4ccccc4)c3=O)oc2c1C
→ 16	4	-4	2.4	-4	-3.0	-2	7	x	-1
- O=C(NNC(=O)c1cccnc1)Nc1ccc(Cl)c(Cl)c1
→ 8	1	u	6.0	4	-3.1	37	-6	2.5	1
- COc1ccc(Cl)cc1NC(=O)CSc1nc2ccsc2c(=O)n1CC1CCC(C(=O)O)CC1 (stereo not drawn)
→ -5	4	-2	-1.1	3	-2.5	-1	-12	2.3	5
- COC(=O)C1C2c3ccccc3OC1(C)N=c1s/c(=C/c3cnn(C)c3C)c(=O)n12 (stereo not drawn)
→ 5	20	-3	0.5	0	-3.3	6	-2	1.4	-2
- CCOC(CC(=O)NNC(=O)c1c(-c2c(Cl)cccc2Cl)noc1C)OCC
→ -9	10	0	4.4	7	-0.7	34	7	-6.0	-1
- Cc1ccc(-c2nn3c(C)nnc3c3ccccc23)cc1S(=O)(=O)N1CCN(CCO)CC1
→ -7	1	3	0.6	4	-3.1	32	-1	0.3	1
- O=C(CN1CCCc2ccccc21)NC(=O)NCc1ccco1
→ 0	7	-3	2.6	2	-2.7	12	-7	-2.1	-11
- CC(NC(=O)c1cc(S(=O)(=O)N2CCOCC2)ccc1N1CCCC1)c1ccc(Cl)c(Cl)c1 (stereo not drawn)
→ -4	9	x	0.7	-1	-3.6	x	-2	x	8
- O=[N+]([O-])c1ccc(C2(O)CN(c3ccccc3)C3=[N+]2CCS3)cc1 (stereo not drawn)
→ 6	-11	-11	-0.4	5	-1.9	6	-9	2.6	-3
- Cc1ccc(SCc2ccc(C(=O)N3CCCC3)cc2)cc1
→ -11	-6	-6	-1.6	6	-4.0	19	-8	x	-5
- COc1ccc(CCN(C(=O)C(F)(F)F)C(C(=O)NC2CCCC2)c2cccs2)cc1 (stereo not drawn)
→ -7	8	-8	-0.5	-1	-3.5	6	-25	x	2
- CC1=C(C(=O)OCC(C)C)C(c2cccs2)NC(=S)N1 (stereo not drawn)
→ 1	17	-2	3.7	-4	-4.4	0	-1	1.7	1
- Cc1cc(NC(=O)Nc2ccc(Cl)cc2)no1
→ 3	-6	2	2.2	-2	-3.6	-10	6	-1.2	-4
- CCSc1nnc(NC(=O)CSc2nc(CC)nc3c2c(=O)n(C)c(=O)n3C)s1
→ -2	17	-5	-0.7	0	0.6	1	7	-2.1	3
